High-throughput results (PubChem)
KOR beta-arrestin-1 – KOR antagonists, beta-arrestin recruitment, cell-based, luminescence, uHTS (AID 1778) | KOR beta-arrestin recruitment, luminescence, antagonist mode; higher % means a stronger effect | inhibition, % at 10 µM; hits with a dose series show IC50 in µM | 290,000 compounds, 0.091% hits; note: strong numbers were not always called active
NOD1 inhibition – inhibition of NOD1-driven NF-kB reporter – cell-based, luminescence, uHTS, primary screen (AID 1578). NOD1-driven NF-kB luciferase reporter cells, luminescence; higher % means a stronger effect. inhibition, % at 4 µM, or EC50 in µM where a hit was titrated. 290,000 compounds, 1% hits; in the data active = inhibition mostly above about 36%, no sharp cut-off; inactive = mostly below about 34%;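 note: HEK-293T reporter cells stimulated with the NOD1 agonist gamma-tri-DAP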
PhoP inhibition – inhibitors of PhoP regulon expression, primary screen, Salmonella Typhimurium, GFP reporter (AID 1863). S. Typhimurium PhoP-regulated promoter GFP reporter, 4 h; higher % means a stronger effect. one-dose inhibition, % at 50 µM; IC50 in µM for titrated hits. 300,000 compounds, 0.16% hits;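 active = inhibition over 29.93%, a cutoff 3 SD above the screen mean, later confirmed by dose response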;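 note: 0% = low Mg2+ inducing control and 100% = high Mg2+ repressing control; strong numbers were not always called active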
KOR beta-arrestin-2 – KOR agonists, beta-arrestin recruitment, primary screen, cell-based, luminescence, uHTS (AID 1777); KOR beta-arrestin recruitment, luminescence; higher % means a stronger effect; one-dose activation, % at 10 µM; EC50 in µM for titrated hits; 280,000 compounds, 0.02% hits; in the data active = activation above about 50%, passing the limit was not always enough; note: a part of the inactive calls stands beside numbers as strong as those of hits
Myeloid diff 2 – myeloid differentiation induction. calls only at 10 µM. 360,000 compounds, 1% hits. ER-HoxA9 myeloid progenitors, lysozyme-GFP differentiation, flow cytometry. AID 624256;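 active = normalized GFP-positive differentiation at or above the plate's own cutoff, the solvent-only control mean plus 3 SD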;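 note: cells exposed to compound for four days before flow analysis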
LYP inhibition – PTPN22 lymphoid phosphatase activity blockers – biochemical, fluorescence intensity, uHTS (AID 1779). recombinant LYP phosphatase, fluorescence intensity; higher % means a stronger effect. inhibition, % at 11.5 µM; hits with a dose series show IC50 in µM. 290,000 compounds, 0.054% hits;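 note: plate controls were vehicle with enzyme for no effect and no enzyme for full effect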
Siah-1 displacement – blockers of Siah-1 interaction with plectin peptide – biochemical, fluorescence polarization, rhodamine-plectin, uHTS, primary screen (AID 1817); one-dose displacement, % at 20 µM; IC50 in µM for titrated hits; Siah-1 / rhodamine-plectin peptide fluorescence polarization; higher % means a stronger effect; 290,000 compounds, 0.02% hits;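 active = displacement of at least 50% at 20 µM, with a fluorescence ratio check between 0.3 and a set limit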;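 note: plate controls were Siah plus tracer with DMSO for no effect and tracer alone without Siah for full effect; strong numbers were not always called active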
NOD2 inhibition – NOD2 signaling inhibitors, cell-based, luminescence, uHTS, HEK293 (AID 1566); 290,000 compounds, 0.63% hits; inhibition, % at 4 µM; hits with a dose series show EC50 in µM; HEK293 NOD2/NF-kB luciferase reporter, luminescence; higher % means a stronger effect; note: many of its hits are not listed in these tables
HIV peptide binding – inhibitors of HIV fusion peptide binding, primary screen, biochemical, uHTS, fluorescence dequenching (AID 1986). inhibition, % at 20 µM; hits with a dose series show IC50 in µM. cell-free peptide binding, fluorescence dequenching, 30 min; higher % means a stronger effect. 290,000 compounds, 0.3% hits; in the data active = inhibition mostly above about 52%, no sharp cut-off; inactive = mostly below about 76%; note: some results filed as inactive read as strong as hits
Myeloid diff 2 GFP+ MAC1+ % – second read-out of Myeloid diff 2, no call of its own (marks repeat the call); GFP+ MAC1+ double positive, %; measured here: differentiation confirmed by MAC1 staining
Starred values were filed as active, the others as inactive; i = inactive; . = not tested or not shown; & = joins results of further samples; [ ] = dose if it differs, or a comment. Cut-off read from the data, not from the text of the source, unless noted: active = inhibition above about 50%; inactive = the rest. This is a subset; rates above refer to the full screens.

SMILES	KOR beta-arrestin-1	NOD1 inhibition	PhoP inhibition	KOR beta-arrestin-2	Myeloid diff 2	Myeloid diff 2 GFP+ MAC1+ %	LYP inhibition	Siah-1 displacement	NOD2 inhibition	HIV peptide binding
O=C(c1ccc2nc3ccccc3c(=O)n2c1)N1CCN(Cc2ccc3c(c2)OCO3)CC1	21%	-10%	11%	1.4%	i	3.8	-8%	4%	-13%	-0.3%
O=C(Nc1ccc(S(=O)(=O)NC2=NCCCCC2)cc1)c1ccc2ccccc2n1	-5%	-34%	-5%	-5.3%	i	1.7	-4%	8%	-7%	0.3%
CCCNS(=O)(=O)c1cccn1-c1ncc(C(F)(F)F)cc1Cl	25%	6%	5%	-4.9%	i	3.0	-3%	5%	2%	1.3%
Cc1cc(C=O)c(C)n1-c1cccc(C(=O)O)c1	4%[20 µM]	-18%	1%	.	i	0.1	-12%	-2%	6%	6.2%
Nn1c(Nc2ccc(Cl)cc2)nncc1=O	-15%	-3%	1%	9.8%	i	0.8	-6%	4%	-4%	0.5%
CN1CCN(S(=O)(=O)c2ccc(NC(=O)c3ccccc3F)cc2)CC1	-46%[20 µM]	-25%	-2%	2.9%	i	0.3	-6%	-1%	11%	0.6%
COc1cc(C(C)=O)ccc1COc1ccc(C(=O)OC(C)C(=O)NC(N)=O)cc1OC (stereo not drawn)	26%	-11%	-16%	-1.1%	i	0.6	-1%	6%	-8%	0.6%
Cc1ccc(N2C(=O)CSC2c2cccnc2)cc1F (stereo not drawn)	-2%	-10%	-4%	-3.5%	i	4.2	-7%	3%	14%	1.8%
S=C(NCc1ccco1)Nc1ccc2c(c1)OCCO2	7%	-40%	5%	-2.1%	i	0.2	-2%	-1%	-37%	-0.3%
COc1ccc(CCNC(=O)Cn2nnc(-c3ccc(OC)c(OC)c3)n2)cc1OC	-20%[20 µM]	-37%	-5%	.	i	0.2	-6%	2%	16%	0.0%
COc1ccc(NC(=O)CC2Nc3cccc4cccc(c34)NC2=O)cc1 (stereo not drawn)	-21%[20 µM]	-8%	-1%	-3.2%	i	0.9	3%	81%	12%	52%
COc1ccc(N2CC(C(=O)N3CCCC(C)C3)CC2=O)cc1 (stereo not drawn)	-10%	-23%	-2%	-1.9%	i	0.4	-6%	2%	14%	1.4%
COc1ccc(NS(=O)(=O)c2cccc(C(=O)N3CCN(Cc4cc(OC)ccc4OC)CC3)c2)cc1	-1%	11%	-5%	-1.8%	i	0.8	-6%	-2%	15%	2.0%
O=C(Nc1ccccn1)c1cc(-n2cnnc2)ccc1Cl	34%	-22%	-10%	-2.5%	i	0.8	-10%	3%	2%	1.3%
CC(=O)c1ccc(C(=O)N(CCN(C)C)c2nc3c(Cl)cccc3s2)cc1	5%	-37%	7%	6.1%	i	0.4	-6%	14%	-5%	3.8%
c1ccc(-c2cnc(CSc3nnc4ccccn34)o2)cc1	21%	-38%	-5%	-0.3%	i	0.5	-10%	1%	-54%	2.0%
COc1cc(C(=O)Nc2cc(-c3nc4cc(C)ccc4o3)ccc2C)cc(OC)c1OC	-24%	-49%	14%	12%	i	0.9	-2%	-4%	-111%	5.9%
COc1ccc(NC(=S)NCc2ccc(S(N)(=O)=O)cc2)c(OC)c1	-19%	-1%	6%	-7.9%	i	0.2	1%	2%	19%	3.6%
O=C(Cc1c[nH]c2ccccc12)Nc1ccc(N2CCOCC2)cc1	-21%	-30%	2%	-1.0%	i	0.4	2%	-1%	-1%	-2.2%
COc1cc(C(=O)N[C@H](C(=O)NC(C)C23CC4CC(CC(C4)C2)C3)C(C)C)cc(OC)c1OC (stereo partly drawn)	-43%	12%	-19%	-1.5%	i	1.2	-3%	-2%	4%	-0.8%
CCCC(=O)Nc1nnc(SCC(=O)NCc2ccc3c(c2)OCO3)s1	-18%	-28%	2%	0.6%	i	0.2	1%	1%	-11%	-1.0%
COc1ccc(Cc2nnc(NC(=O)CS(=O)(=O)c3ccccc3)s2)cc1OC	-29%	-20%	-7%	0.7%	i	0.3	-7%	1%	-17%	0.0%
Cc1ccc2oc(C(=O)N(CCO)Cc3ccccc3)c(C)c2c1	-26%	-6%	4%	-0.4%	i	0.5	-4%	-3%	-8%	-0.3%
COC(=O)c1ccc(C(=O)OC)c(NC(=S)N2CCCCC2C)c1 (stereo not drawn)	2%	-19%	10%	-3.2%	i	2.3	-3%	2%	8%	2.7%
Cc1onc(-c2c(F)cccc2Cl)c1C(=O)N1CCc2ccccc2C1	-37%	1%	-2%	5.5%	i	1.3	-13%	0%	2%	0.9%

Reprinted from the part before: two entries; new compounds follow.
SMILES	KOR beta-arrestin-1	NOD1 inhibition	PhoP inhibition	KOR beta-arrestin-2	Myeloid diff 2	Myeloid diff 2 GFP+ MAC1+ %	LYP inhibition	Siah-1 displacement	NOD2 inhibition	HIV peptide binding
COC(=O)c1ccc(C(=O)OC)c(NC(=S)N2CCCCC2C)c1 (stereo not drawn)	2%	-19%	10%	-3.2%	i	2.3	-3%	2%	8%	2.7%
Cc1onc(-c2c(F)cccc2Cl)c1C(=O)N1CCc2ccccc2C1	-37%	1%	-2%	5.5%	i	1.3	-13%	0%	2%	0.9%
CCOc1cc([N+](=O)[O-])cc(/C=C2/NC(=O)N(Cc3ccccc3F)C2=O)c1O	10%	-4%	3%	-1.1%	i	0.5	7%	3%	8%	18%
COc1ccc(C(=O)O/N=C(\N)Cc2cccs2)cc1OC	-1%	-4%	-7%	1.6%	i	0.8	-5%	6%	4%	1.4%
CCCc1cc(=O)[nH]c(Nc2ccc(Cl)cc2)n1	-24%	11%	6%	7.1%	i	0.3	-2%	-1%	6%	0.7%
O=C(CSc1nnnn1-c1ccccc1)Nc1ccc(N2CCOCC2)c(Cl)c1	7%	-14%	9%	8.1%	i	6.8	-7%	3%	9%	0.6%
COC(=O)C1=C(C)NC2=C(C(=O)CC(C)(C)C2)C1c1ccccn1 (stereo not drawn)	1%	-13%	1%	-6.7%	i	6.3	-8%	-1%	18%	-0.4%
O=C(Nc1cccc2cccnc12)C1CCCC1	-34%	-31%	9%	3.0%	i	0.2	0%	3%	9%	1.7%
O=C(c1ccc(Cl)cc1)N1CCCCC(Sc2nnc(-c3ccc4c(c3)OCO4)o2)C1=O (stereo not drawn)	-16%	58%*	-17%	-7.8%	i	0.6	2%	7%	29%	-2.2%
O=C(Nc1cc2nn(-c3ccccc3)nc2cc1Cl)c1ccco1	19%	-43%	-4%	2.5%	i	1.6	1%	-6%	-51%	5.5%
CC1=CC(=O)C=C(C)C1=NOC(=O)c1cccc([N+](=O)[O-])c1	5%	14%	6%	-10%	i	0.6	-6%	5%	8%	2.4%
CCNc1nc(OC)nc(Oc2ccc(C(=O)OC)cc2)n1	9%	-45%	-8%	-3.1%	i	1.6	-2%	1%	-6%	0.0%
Cn1c(N)c(C(=O)COC(=O)C2CCCC2)c(=O)n(C)c1=O	0%	-10%	2%	-3.7%	i	0.8	0%	-2%	17%	-0.7%
CN(C)[C@@H](CO)c1nnc([C@H](CC(=O)O)NC(=O)C2CCNCC2)o1	-8%	-25%	0%	0.1%	i	1.1	2%	0%	-2%	1.0%
Cc1ccc(NC(=O)c2cc(F)c(F)cc2Cl)nc1	18%[20 µM]	5%	0%	-6.0%	i	0.1	-7%	-12%	-82%	-1.3%
O=C(Nc1ccc(-c2csc(Nc3cccc(C(F)(F)F)c3)n2)cc1)c1cccc(C(F)(F)F)c1	-42%	2%	2%&-3%	9.3%	i	0.7	2%	6%	16%	3.5%
CCCc1nc(SCC(=O)N2CCC(C)CC2)c2c(=O)n(C)c(=O)n(C)c2n1	-36%	4%	-7%	2.7%	i	0.2	-8%	16%	22%	0.9%
c1ccc(OCCSc2nc3ccccc3[nH]2)cc1	-11%	-36%	1%	-6.1%	i	0.6	-6%	5%	-49%	-0.9%
OCCN1CCN(Cc2cc(Cl)c3cccnc3c2O)CC1	18%	26%	105µM*	-10%	i	3.0	-4%	-4%	-47%	-0.7%
CCN(C(=O)c1cnc2scc(C)n2c1=O)c1ccccc1C	-10%	-23%	4%	-1.7%	i	1.4	2%	5%	6%	0.9%
CCn1c(SCC(=O)OC2CCCCC2)nc2ccccc2c1=O	3%	-2%	-4%	0.4%	i	6.0	6%	1%	8%	0.1%
Nc1nc2ccccc2n1C(=O)CCc1ccccc1	7%	-40%	-6%	3.4%	i	1.6	0%	-2%	-94%	3.9%
O=C(C(c1ccccc1)N1CCOCC1)N1CCOCC1 (stereo not drawn)	-29%	10%	1%	-1.1%	i	0.8	-3%	4%	-1%	-1.0%
CC(C)C[C@H](NC(=O)OC(C)(C)C)C(=O)N[C@@H](CO)[C@H](O)[C@@H]1C[C@@H]1C(=O)NC1CCCCC1	-13%[20 µM]	-21%	3%	-1.5%	i	1.2	-2%	0%	-4%	0.8%
OC1(CNCc2cn[nH]c2-c2cc3ccccc3o2)CCCCC1	-22%[20 µM]	-16%	4%	.	i	0.6	-2%	7%	13%	-1.5%
CC(C)NC(=O)c1ccccc1NC(=O)CCc1ccccc1	15%	-23%	8%	-4.4%	i	0.8	-3%	22%	15%	2.1%
COc1ccc(-c2onc3ccc(C(C)=O)cc23)cc1	14%	-5%	6%	7.4%	i	0.2	-6%	8%	-2%	164%

Next section:
SMILES	KOR beta-arrestin-1	NOD1 inhibition	PhoP inhibition	KOR beta-arrestin-2	Myeloid diff 2	Myeloid diff 2 GFP+ MAC1+ %	LYP inhibition	Siah-1 displacement	NOD2 inhibition	HIV peptide binding
Cc1nc(Cl)sc1C(=O)O	-20%	7%	-12%	-1.3%	i	1.7	-5%	2%	10%	-2.2%
O=C(O)c1cccc(CSc2nnc(-c3ccc(Cl)cc3)o2)c1	-42%	42%	-1%	3.2%	i	0.7	-8%	-2%	45%	3.6%
O=C(NC(=S)N(CCc1ccccc1)CCc1ccccc1)c1ccco1	-23%	98%*	-7%	-4.5%	i	0.3	3%	2%	-39%	1.2%
CC1CN(C(=O)c2cc3cc([N+](=O)[O-])ccc3s2)CC(C)O1 (stereo not drawn)	-12%[20 µM]	-18%	8%	-5.5%	i	0.6	-2%	5%	7%	0.4%
COc1ccc(N2C(=O)CC(Sc3nc(C)cc(C)n3)C2=O)cc1OC (stereo not drawn)	-41%[20 µM]	-8%	-2%	-1.7%	i	0.3	-11%	7%	-4%	2.5%
Cc1ccccc1C(OCC(O)CN1CCCCC1CCO)c1ccccc1 (stereo not drawn)	-29%	0%	-4%	-1.2%	i	0.7	-6%	-4%	-16%	9.7%
CNC(=O)Cn1ncc2c(C)n(Cc3ccc(C)cc3)c(C)c2c1=O	-16%	-10%	-3%	0.3%	.	.	-6%	3%	1%	-1.8%
COc1ccc(N=C2S/C(=C\c3ccc(OC(C)C(=O)O)c(OC)c3)C(=O)N2CCc2c[nH]c3ccccc23)cc1 (stereo not drawn)	-41%[20 µM]	27%	-9%	-5.1%	i	0.3	11%	32%	13%	19µM*
